TGFb SMAD3 inh: qHTS for Inhibitors of TGF-b. HepG2 CAGA-GFP TGF-b/SMAD3 reporter, GFP fluorescence, 18 h; TGF-beta stimulated, 500 pg/mL final. Potency, µM (series often up to 46.1 µM), for the others: at the top dose activity, negative = inhibition, usual class: inhibitors. actives 1.2% (n = 410,000); note: % is set by controls: 0 for no effect and ±100 for the full control effect; nearly all actives have a fitted effect of over 65% in size
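HEPG2 CAGA-GFP reporter cells (1000/well, DMEM with 1% FBS) received compounds, then recombinant TGF-beta at 500 pg/mL final for 18 hours at 37 degrees C. Per-cell GFP summed per well was normalised to unstimulated and stimulated DMSO controls before curve fitting.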
EPAC2 antagonist: qHTS for Antagonist of cAMP-regulated guanine nucleotide exchange factor 2 (EPAC2): primary screen | Rap guanine nucleotide exchange factor 4 (Homo sapiens), Q8WZA2 | actives 0.18% (n = 360,000) | Potency, µM (highest dose often 114 µM), without a hit: at the highest dose activity, negative = inhibition, usual class: inhibitors | EPAC2 GEF exchange of Rap1B-BODIPY-GDP, fluorescence; note: % is set by controls: 0 for no effect and ±100 for the full control effect; nearly all actives have a fitted effect of over 45% in size; many of its hits are not listed in these tables
Target sequence (Q8WZA2 whole entry, looked up): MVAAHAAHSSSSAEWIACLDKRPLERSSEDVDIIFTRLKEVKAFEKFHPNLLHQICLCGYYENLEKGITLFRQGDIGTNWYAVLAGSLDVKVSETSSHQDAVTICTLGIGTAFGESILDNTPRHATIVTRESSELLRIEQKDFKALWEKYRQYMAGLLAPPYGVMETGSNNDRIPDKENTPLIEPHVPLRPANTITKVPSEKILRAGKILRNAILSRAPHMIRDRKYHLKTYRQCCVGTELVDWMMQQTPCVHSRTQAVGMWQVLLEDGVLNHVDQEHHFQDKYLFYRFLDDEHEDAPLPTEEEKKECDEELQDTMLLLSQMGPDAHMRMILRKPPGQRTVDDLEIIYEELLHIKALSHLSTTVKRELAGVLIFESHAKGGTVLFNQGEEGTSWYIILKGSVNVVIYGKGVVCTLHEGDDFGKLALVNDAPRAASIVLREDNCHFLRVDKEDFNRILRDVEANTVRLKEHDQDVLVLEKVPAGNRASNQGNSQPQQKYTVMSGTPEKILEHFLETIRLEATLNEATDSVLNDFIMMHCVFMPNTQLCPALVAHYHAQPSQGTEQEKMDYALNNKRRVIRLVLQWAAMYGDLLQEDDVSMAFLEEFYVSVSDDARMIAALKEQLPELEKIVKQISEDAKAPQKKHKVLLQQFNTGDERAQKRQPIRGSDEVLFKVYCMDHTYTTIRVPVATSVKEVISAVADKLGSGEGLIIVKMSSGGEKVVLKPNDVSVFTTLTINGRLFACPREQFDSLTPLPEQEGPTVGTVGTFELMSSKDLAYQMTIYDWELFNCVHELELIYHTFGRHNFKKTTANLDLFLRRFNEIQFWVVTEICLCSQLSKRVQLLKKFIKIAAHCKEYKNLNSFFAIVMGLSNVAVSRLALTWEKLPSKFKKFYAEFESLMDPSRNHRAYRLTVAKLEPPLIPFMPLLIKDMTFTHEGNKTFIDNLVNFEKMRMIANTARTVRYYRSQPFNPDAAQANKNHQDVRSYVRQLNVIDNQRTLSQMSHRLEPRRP
ATXN2 expr inh: Primary qHTS for Inhibitors of ATXN expression. HEK-293 ATXN2-luciferase reporter, luminescence, 24 h. Potency, µM (top dose mostly 57 µM), for the others: top-dose activity change, negative = inhibition, hits mostly inhibitors. actives 0.72% (n = 360,000). AID 1745845, 2022; note: % is set by controls: 0 for no effect and ±100 for the full control effect; nearly all actives have a fitted effect of over 55% in size
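qHTS (up to 57 uM final) was run with 24 h compound exposure of reporter cells at 37 °C. Each well was multiplexed: SteadyGlo luminescence measured ATXN2-luciferase expression after a fluorogenic Gly-Phe-AFC viability readout (25 uM final).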
HepG2 viability: qHTS for Inhibitors of TGF-b: Cytotox Counterscreen | AID 588856, 2011 | Potency, µM (titrated, usually from 46.1 µM), inactives show at the top dose activity change, negative = cytotoxicity, hits mostly cytotoxic | actives 0.76% (n = 410,000) | HepG2 CAGA-GFP viability, ATP luminescence, 18 h; note: some results filed as inactive show a strong effect at the top dose
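CellTiter-Glo luminescence gave cytotoxicity after 18 hours at 37 degrees C. The cells were HepG2 CAGA-GFP in 1% FBS DMEM, stimulated with 500 pg/mL TGF-beta after compound addition. %Activity was normalised to no-cell wells (complete cell-killing) and DMSO (no toxicity), and curves were fitted and classified.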
MCF10A rereplic: A quantitative high throughput screen for small molecules that induce DNA re-replication in MCF 10a normal breast cells | MCF 10A DNA re-replication, Hoechst nuclear intensity, 48 h | Potency, µM (doses to about 46.1 µM), without a hit: at the top dose activity, positive = re-replication, most hits filed as activators | actives 2.9% (n = 350,000) | AID 624296, 2012; note: % of control where 0% means no effect; nearly all actives have a fitted effect of over 50% in size
A549 viability: Nrf2 qHTS screen for inhibitors: counterscreen for cytotoxicity | actives 0.16% (n = 390,000) | Potency, µM (titrated, usually from 46 µM), without a hit: top-dose activity change, negative = cytotoxicity, actives largely listed as inhibitors | AID 504648, 2011 | A549 ARE-Fluc cells, CellTiter-Fluor viability, 18-24 h; note: % is set by controls: 0 for no effect and ±100 for the full control effect
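A549 ARE_Fluc cells in 5% FBS OPTI-MEM were exposed to compounds in concentration-response for 18-24 h at 37 deg C. Viability was read by CellTiter-Fluor fluorescence (Ex 405/Em 525) after 30 min, before the luciferase read.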
Nrf2 ARE act: qHTS of Nrf2 Activators; AREc32 ARE-luciferase reporter (MCF7-derived line), luminescence, 24 h; Potency, µM (doses to about 46.1 µM), without a hit: top-dose activation, actives largely listed as activators; actives 0.31% (n = 410,000); note: % of control where 0% means no effect; nearly all actives have a fitted effect of over 65% in size
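Quantitative high-throughput format: AREc32 reporter cells, 1000 per well, received compound by pin transfer and were incubated 24 hr at 37 deg C, 5% CO2, before Steady-Glo luminescence detection.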
S2 tox: Viability Counterscreen for Primary qHTS for Inhibitors of ATXN expression; Potency, µM (doses to about 56.7 µM), most hits filed as cytotoxic; S2 cells (HEK-293 line with an ATXN2-luciferase reporter) viability, CellTiter-Fluor protease fluorescence, 24 h; actives 0.49% (n = 400,000); note: nearly all actives have a fitted effect of over 40% in size
Nrf2 inh: Nrf2 qHTS screen for inhibitors; Potency, µM (top dose mostly 46 µM), for inactives: at the top dose activity change, negative = inhibition, most hits filed as inhibitors; A549 ARE-Fluc reporter, luciferase luminescence, 18-24 h; AID 504444, 2011; actives 2.1% (n = 360,000); note: % is set by controls: 0 for no effect and ±100 for the full control effect; nearly all actives have a fitted effect of over 60% in size
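Nrf2 activity is the BugLite luminescence, read 15 min after reagent at room temperature, following CellTiter-Fluor cytotoxicity readout (30 min, 37C). Compound titrations were applied for 18-24 h to 5000 A549 ARE_Fluc cells/well in 5% FBS OPTI-MEM.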
* hit, by the source's call; i = inactive; u = inconclusive; x = not tested or not shown; [ ] = remark or other dose. Calls come from the whole dose curve; as a rule, active = well fitted curve in the direction sought with a large enough effect; inconclusive = small, poorly fitted or top-dose-only effect, or another doubt; inactive = no such curve, though single readings can be large; an effect the other way counts as inactive or inconclusive. Potency is the fitted concentration of half-maximal effect. These rows are one share of the data, so the mix of outcomes need not match the whole.

SMILES	TGFb SMAD3 inh	EPAC2 antagonist	ATXN2 expr inh	HepG2 viability	MCF10A rereplic	A549 viability	Nrf2 ARE act	S2 tox	Nrf2 inh
Cc1ccc(OCc2nc3ccccc3n2C)cc1	-16%	-28%	32%[activator]	-23%	6%	9%	4.0%	i	u
Cn1c(=S)[nH]c2[nH]c(=O)cnc2c1=O	10%	-4%	1%	25%	-5%	3%	-1.2%	i	-2%
O=C(COc1ccc(Br)cc1)N(CCO)CCO	-21%	5%	-3%	-29%	1%	0%	0.6%	i	13%
Cc1ccc(S(=O)(=O)N2CCOCC2)cc1C(=O)N1C(=O)c2cccc(N)c2C1=O	-2%	7%	-3%	3%	9%	17%	2.0%	x	13%
CC(=O)Nc1ccc(NC(=O)CSC2=NS(=O)(=O)c3cc(Cl)ccc3N2)cc1	-1%	-4%	-1%	5%	-3%	-2%	-0.2%	i	0%
CCOC(=O)c1c(NC(=O)c2ccccc2Cl)sc2c1CCc1ccccc1-2	-4%	-1%	x	-33%	16µM*	4%	-0.2%	x	5%
Cc1cc(NC(=O)c2ccc(-c3ccccc3[N+](=O)[O-])o2)no1	5%	-7%	32%	-1%	1%	-1%	4.3%	i	3%
N#Cc1ccc(OCc2nnc(-c3ccc([N+](=O)[O-])cc3)o2)cc1	20%	10%	-8%	-6%	-8%	1%	-0.5%[9.22 µM]	i	-13%
CCOC(=O)N1CCN(CC(O)COc2ccccc2C(C)(C)C)CC1 (configuration not stated)	0%	4%	4%	-3%	10%	6%	-0.2%	i	16%
CN(Cc1nc2ccccc2c(=O)[nH]1)C(=O)c1cccc(NC(=O)c2cccs2)c1	10%	-6%	-4%	-10%	u	7%	0.3%	i	u
CN(Cc1nc(-c2cccc(Cl)c2)no1)C1CCOCC1	9%	5%	x	-1%	-5%	-2%	2.7%	i	5%
O=C(O)CC(Cc1ccc(Cl)cc1)C(=O)NCC12CC3CC(CC(C3)C1)C2 (configuration not stated)	13%	3%	x	-17%	-3%	0%	2.8%	i	-24%
CCOc1ccc(NC(=S)NC(=O)/C=C/c2ccco2)cc1	-12%	-6%	13%	-12%	19%	-9%	22%	i	-8%
COc1ccc(C(C)(NC(C)=O)c2nc(-c3cc(F)cc(F)c3)cs2)cc1 (configuration not stated)	u	u	u	-19%	x	x	-0.7%	i	x
O=C(O)CCc1nn2c3ccccc3n(CC(=O)O)c2nc1=O	-12%	-8%	3%	-12%	25%	9%	-0.3%	i	-9%
Cc1ccc(Cl)cc1NC(=O)COC(=O)c1ccc(CN2CCCC2=O)cc1	1%	0%	6%	6%	4%	-1%	-0.3%	i	16%
C[C@H](O)C#Cc1ccc2c(c1)O[C@@H](CN(C)C(=O)c1ccncc1)[C@@H](C)CN([C@H](C)CO)S2(=O)=O	-3%	6%	-6%	-40%	x	x	1.0%	i	x
O=[N+]([O-])c1ccc(CNc2cccc(Cl)c2)s1	u	-15%	-29%	-4%	-1%	-19%	u	i	-17%
O=C(O)C(c1ccccc1)C(O)c1ccc2c(c1)OCO2 (configuration not stated)	0%	4%	3%	9%	3%	3%	2.8%	u	1%
CC(C)Sc1ccccc1C(=O)Nc1ccc2c(c1)n(C)c(=O)n2C	-2%	5%	33%[activator]	1%	-4%	-3%	21%	i	-28%
CN1CCN(C(=S)c2ccc([N+](=O)[O-])cc2)CC1	-1%	5%	-8%	-4%	-4%	12%	-0.5%[9.22 µM]	i	3%
CC1(c2ccc3c(c2)OCO3)NC(=O)N(CC(=O)NCCC2=CCCCC2)C1=O (configuration not stated)	-11%	-2%	7%	-5%	4%	-8%	-0.6%	i	-14%
CCn1cc(C(=O)O)c(=O)c2cc(OC)ccc21	-4%	-1%	0%	11%	2%	1%	0.3%	i	3%
COc1cccc(C(C)(O)c2nc(-c3ccc(S(C)(=O)=O)cc3)cs2)c1 (configuration not stated)	-21%	-5%	-23%	-23%	x	x	0.0%	i	x
CCOC(=O)CN(C(=O)CNC(=O)c1ccco1)C(C(=O)NC1CCCCC1)c1cccs1 (configuration not stated)	-4%	-1%	0%	-24%	-4%	-4%	0.2%	i	5%
Other records
SMILES	TGFb SMAD3 inh	EPAC2 antagonist	ATXN2 expr inh	HepG2 viability	MCF10A rereplic	A549 viability	Nrf2 ARE act	S2 tox	Nrf2 inh
O=c1cc(-c2ccccc2Cl)oc2c(Br)ccc(O)c12	-18%	2%	38%[activator]	4%	-6%	-10%	u	i	u
COc1ccc(NC(=O)COC(=O)Cc2cccs2)cc1Cl	5%	-24%	x	0%	x	x	5.3%	i	x
O=C(NN=Cc1ccc2c(c1)OCO2)c1ccncc1	-6%	-1%	6%	10%	-3%	-1%	0.5%	u	27%
CCCS(=O)(=O)c1c(S(=O)(=O)CCC)c2ccc(C(N)=O)cn2c1C(=O)c1ccc(OC)cc1	-2%	-17%	-4%	10%	-15%	-5%	0.3%	i	u
O=C(Nc1ccc(Cl)cc1)C1=Cc2ccccc2OC1	-22%	-2%	83%[activator]	-30%	3%	-7%	u	i	u
O=C(CCSc1nnc(-c2ccncc2)o1)Nc1ccc(Cl)cc1	-20%	-13%	-17%	-52%	25%	1%	2.3%	i	-21%
COc1ccc(-c2nc(=S)c3c(n2Cc2cccnc2)CC(C)(C)OC3)cc1	0%	-6%	-9%	-16%	14%	0%	-0.6%	i	4%
COc1cccc(-c2nc(SCc3ccc(C)cc3)n3[nH]c(=O)cc3n2)c1	u	x	-5%	-21%	x	18%	5.4%	i	u
N#Cc1ccc(-c2ccccc2)nc1SCC(=O)c1cccc(Cl)c1	-3%	19%	-23%	-2%	14µM*	-10%	-0.5%	i	u
CN(C)CCNC(=O)c1ccc(COc2ccc(Cl)cc2Cl)cc1	u	14%	u	11µM*	u	-29%	2.8%	u	1%
CCCNC(=O)c1ccc2c(=O)c(O)c(-c3cccc(Br)c3)[nH]c2c1	u	48%[activator]	22µM*	1%	-34%[inhibitor]	6%	-1.4%	i	20%
CCN(CCCNC(=O)C1CCC(=O)N1Cc1ccc(F)cc1)c1cccc(C)c1 (configuration not stated)	-7%	0%	-3%	-5%	24%	-7%	0.6%	i	-12%
CCn1c(SCC(=O)C(C)(C)C)nnc1-c1cccnc1	9%	3%	0%	-11%	-2%	2%	-0.4%	i	-2%
Fc1ccc(Nc2ccc3ccccc3n2)c(F)c1	10%	-7%	x	15%	1%	0%	-0.2%	i	u
Cc1ccc(-c2cc3nc(C)cc(N4CCN(C(=O)c5ccoc5)CC4)n3n2)cc1	10%	-20%	u	1%	x	x	-1.9%	u	x
NS(=O)(=O)c1ccc(CCNC(=O)CSc2ncnc3ccccc23)cc1	-10%	-7%	5%	-15%	u	1%	2.2%	i	-22%
COc1cccc(NC(=O)c2ccc(CN3CCN(c4ccccc4)CC3)cc2)c1	-16%	-11%	x	-23%	u	-27%	2.1%	x	u
Cc1ccc2c(c1)C1CN(C)CCC1N2C(=O)c1cccc(S(=O)(=O)N(C)C)c1 (configuration not stated)	13%	12%	-15%	25%	1%	0%	-0.7%	i	5%
CCN(CC)CCn1c(-c2ccc(C)cc2)nc(=S)c2c1CC(C)(C)OC2	13%	4%	1%	3%	-4%	-10%	0.6%	i	5%
O=C(/C=C/c1ccc(N2CCCCC2)c([N+](=O)[O-])c1)c1ccc(O)cc1	u	-16%	10%	-91%	21%	-2%	u	u	u
CCCc1cc(=O)oc2cc(C)cc(OC(C)C(=O)NCC3CCC(C(=O)O)CC3)c12 (configuration not stated)	-26%	-17%	-5%	-36%	0%	u	-0.1%	i	-4%
Cc1ccc(C(=O)OCC(=O)NCCNC(=O)COC(=O)c2ccc(C)o2)o1	0%	-3%	-14%	-9%	-1%	6%	0.2%	i	10%
CCOc1ccccc1C(=O)Nc1ccc(S(=O)(=O)N2CCN(C)CC2)cc1	12%	-5%	-9%	0%	u	1%	0.0%	i	2%
CCN(CC)c1ccc(N)cc1S(=O)(=O)Nc1ccc(OC)cc1	4%	-14%	1%	-1%	-1%	2%	-0.3%	i	7%
Cc1ccc(S(=O)(=O)NC(=O)C2(C)CCN2C(=O)c2ccccc2)nc1 (configuration not stated)	0%	-3%	10%	-3%	x	x	-0.1%[9.22 µM]	i	x
The results go on.
SMILES	TGFb SMAD3 inh	EPAC2 antagonist	ATXN2 expr inh	HepG2 viability	MCF10A rereplic	A549 viability	Nrf2 ARE act	S2 tox	Nrf2 inh
COc1c(F)c(F)c(C(=O)O)c(Nc2ccc(C)cc2)c1F	9%	6%	13%	3%	u	-2%	-0.5%	i	x
O=C(Cn1cc(S(=O)(=O)N2CCCC2)c(S(=O)(=O)N2CCCC2)c1)NCc1ccco1	11%	8%	14%	0%	-4%	-7%	-0.5%	i	12%
O=C(O/N=C1/CCSc2ccccc21)c1ccc(F)cc1	-23%	9%	12%	12%	1%	7%	7.4%	i	9%
COc1cc(OC)cc(-n2nnc(-c3nc(-c4ccccc4Cl)no3)c2N)c1	7%	x	9%	-13%	x	19%	3.6%	i	-2%
Cc1ccc(S(=O)(=O)N2CCN(C(=S)NCc3ccc4c(c3)OCO4)CC2)cc1	u	0%	-25%	-15%	1%	3%	-0.6%	x	u
COc1ccc(C)c(Cn2c(-c3nonc3N)nc3ccccc32)c1	u	1%	-38%	-21%	u	-1%	-0.1%	i	6%
COc1ccc(CCNC(=O)CCc2ccc(S(=O)(=O)NC(C)C)cc2)cc1	1%	11%	9%	3%	-64%[inhibitor]	-4%	0.1%	u	-8%
CCCCOc1cccc(C(=O)Nc2ccc(N3CCN(CC)CC3)cc2)c1	1%	0%	-12%	-40%	u	-9%	-0.2%	i	4%

Full records from above. Order of values: TGFb SMAD3 inh | EPAC2 antagonist | ATXN2 expr inh | HepG2 viability | MCF10A rereplic | A549 viability | Nrf2 ARE act | S2 tox | Nrf2 inh
COc1cc(OC)cc(-n2nnc(-c3nc(-c4ccccc4Cl)no3)c2N)c1 across the screens: 7% | x | 9% | -13% | x | 19% | 3.6% | i | -2%
O=C(Cn1cc(S(=O)(=O)N2CCCC2)c(S(=O)(=O)N2CCCC2)c1)NCc1ccco1 across the screens: 11% | 8% | 14% | 0% | -4% | -7% | -0.5% | i | 12%
